# DAX1 inh-1 = inhibitors of DAX1 repression of SF-1 activated StAR promoter | actives 1.1% (n = 370,000) | HEK293T StAR-luciferase reporter, SF-1/DAX-1 repression relief | inhibition, % at 6.8 µM | AID 652010;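 active = inhibition above the mean over all tested compounds plus 3 SD, cut at about 3.6% in these data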;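 note: 0% = DAX-1 cells with DMSO and 100% = cells lacking DAX-1 with DMSO; higher inhibition means more luminescence from relief of DAX-1 repression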
# SMARCA2 activ = SMARCA2 function activation, primary screen. actives 1% (n = 370,000). activation, % at 9.1 µM. AID 652017. MG213 cells, MMTV-luciferase reporter, dexamethasone, overnight; in the data active = activation above about 7.8%;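 note: 0% = vehicle wells and 100% = reference activator wells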
# DAX1 inh-2 = NR0B1 (DAX1) inhibition | P51843 | HEK293 Gal4-DAX1 luciferase reporter, luminescence | inhibition, % at 6.75 µM | actives 0.99% (n = 340,000) | AID 504766;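 active = inhibition above the mean over all tested compounds plus 3 SD, cut at about 4.2% in these data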;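 note: 0% = DAX1-transfected cells with DMSO and 100% = empty-vector control cells with DMSO; inhibition shows as a rise in luminescence from relieved DAX1 repression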
# Target sequence (P51843 207-470 limits assumed): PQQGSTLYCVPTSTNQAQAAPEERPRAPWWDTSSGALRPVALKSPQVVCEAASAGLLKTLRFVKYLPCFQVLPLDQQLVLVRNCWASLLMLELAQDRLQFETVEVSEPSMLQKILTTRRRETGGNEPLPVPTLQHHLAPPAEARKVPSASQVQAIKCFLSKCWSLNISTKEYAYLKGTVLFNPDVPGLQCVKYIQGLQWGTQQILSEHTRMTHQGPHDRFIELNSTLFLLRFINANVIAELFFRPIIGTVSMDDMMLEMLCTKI
# PLCb3 inh = blocks human PLC-beta3 enzyme activity; inhibition, % at 12.2 µM; actives 0.18% (n = 370,000); Purified PLC-beta3, fluorogenic substrate, fluorescence; Q01970; in the data active = inhibition above about 11%;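 note: 0% = median of compound wells on plate and 100% = full blocker control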
# ADAM17 inh = ADAM17 inhibition, QFRET primary screen; P78536; recombinant ADAM17, EDANS/DABCYL FRET peptide cleavage; inhibition, % at 6.95 µM; actives 0.83% (n = 370,000); AID 720648;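 active = inhibition above the mean of compounds lying between control limits plus 3 SD, set per campaign, cut at about 8.5% in these data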;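 note: 0% = DMSO-only wells as the low control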
# ssDAF12 agonist = activates DAF-12 receptor from parasite S. stercoralis. HEK293 ssDAF-12/GRIP1 lit1-tk-luc reporter, luminescence; % of 3 µM dafachronic acid response. activation, % at 6.8 µM. actives 1% (n = 370,000). AID 652126;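 active = activation above the mean over all tested compounds plus 3 SD, cut at about 0.9% in these data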;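 note: 0% = DMSO-only wells and 100% = 3 µM delta7-dafachronic acid wells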
# Rev-erbA mod = modulates human Rev-erb alpha binding to DNA; actives 0.79% (n = 370,000); P20393; Rev-erbα–FITC-DNA binding, fluorescence polarization, 90 min; activity, % at 10 µM;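 active = activity above about 14%, limit read from the data; passing the limit was not always enough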;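 note: 0% = DMSO wells with 35 nM protein and 100% = DMSO wells with 750 nM protein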
# Target sequence (P20393 whole entry, looked up): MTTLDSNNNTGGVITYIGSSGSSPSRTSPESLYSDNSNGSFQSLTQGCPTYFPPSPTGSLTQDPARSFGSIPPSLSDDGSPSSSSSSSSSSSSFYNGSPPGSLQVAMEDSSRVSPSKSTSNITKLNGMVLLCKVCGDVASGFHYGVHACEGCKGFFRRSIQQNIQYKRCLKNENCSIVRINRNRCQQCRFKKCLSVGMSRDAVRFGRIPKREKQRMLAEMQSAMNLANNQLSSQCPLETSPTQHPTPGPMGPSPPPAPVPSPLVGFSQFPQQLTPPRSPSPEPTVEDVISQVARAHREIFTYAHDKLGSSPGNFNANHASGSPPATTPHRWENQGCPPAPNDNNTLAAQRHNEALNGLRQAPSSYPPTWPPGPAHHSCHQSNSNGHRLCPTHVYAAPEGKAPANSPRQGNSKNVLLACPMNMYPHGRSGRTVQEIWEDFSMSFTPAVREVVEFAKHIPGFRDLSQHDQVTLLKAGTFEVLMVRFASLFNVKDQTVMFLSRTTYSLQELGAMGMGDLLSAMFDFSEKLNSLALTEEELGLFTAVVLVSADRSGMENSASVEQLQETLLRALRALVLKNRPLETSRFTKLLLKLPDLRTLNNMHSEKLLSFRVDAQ
# MBD2 DNA inh = MBD2-methylated oligo binding inhibition; Q9UBB5; TR-FRET, MBD2 binding to methylated oligonucleotide; inhibition, % at 4.4 µM; actives 0.31% (n = 370,000); in the data active = inhibition above about 13%
# PLC-gamma1 inh = PLC-gamma1 (human) inhibition, primary screen | purified PLC-gamma1, fluorogenic substrate, fluorescence | actives 0.84% (n = 370,000) | inhibition, % at 12.2 µM | AID 720700; in the data active = inhibition above about 9.5%
# hgDAF-12 ag = activates the H. glycines DAF-12 receptor ligand-binding domain | HEK293 GAL4-hgDAF12 UAS-luciferase reporter, agonist luminescence; normalized to butyrate control | activation, % at 6.8 µM | actives 1.8% (n = 370,000) | AID 687014;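 active = activation above a cutoff set at the mean of all screened compounds plus 3 SD, cut at about 10% in these data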;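 note: 0% = DMSO wells and 100% = sodium butyrate wells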
# hcDAF-12 act = H. contortus DAF-12 activation, primary screen; HEK293 hcDAF-12 lit1-tk-luc reporter, luminescence; 0% DMSO, 100% Δ7-dafachronic acid; activation, % at 6.8 µM; actives 1.4% (n = 370,000);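 active = activation above the mean of all tested compounds plus 3 SD, cut at about 5.5% in these data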;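 note: 100% = response to 3 µM Δ7-dafachronic acid high control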
# Numbers without * were called inactive; / = no result given. Rows were taken by chance; 7.4% or so of the library scored in one or more.
molecule	Rev-erbA mod	MBD2 DNA inh	ADAM17 inh	DAX1 inh-2	SMARCA2 activ	hgDAF-12 ag	ssDAF12 agonist	DAX1 inh-1	hcDAF-12 act	PLCb3 inh	PLC-gamma1 inh
CC(C)Oc1ccc(C(=O)Nc2nnc(C3=COCCO3)o2)cc1	-6	-3	1	-0.3	-4	2.9	-0.4	2.0	0.7	-7	6
CCOc1ccc(NS(=O)(=O)c2ccc(OC)c(NC(=O)c3ccc4c(c3)OCCO4)c2)cc1	4	3	1	-2.1	-3	-4.0	-1.8	-0.6	-1.1	0	1
C=CCN1CCN(C(c2ccc(Cl)cc2)c2nnnn2CCc2ccc(OC)c(OC)c2)CC1 (centres undefined)	2	2	-3	-1.4	-2	-1.0	-1.5	-0.5	0.9	-1	2
O=C(NCCN1CCOCC1)c1cc(Cl)ccc1Cl	5	5	-3	0.0	-4	-3.1	-1.0	-0.2	0.6	2	-3
CCOC(=O)C1CCN(C(=O)Nc2ccc3c(c2)nc(C)n3C)CC1	1	0	-3	1.7	5	4.0	-0.3	0.0	-0.7	-4	-2
CCCCNC(=O)C[C@H]1C[C@@]2(C(=O)OC)C(=C[C@H](C3CCCC3)O[C@@H]2C)N(Cc2ccco2)C1=O	4	-8	3	/	7.8*	-1.4	-1.9	-0.6	-2.9	6	-2
Cc1nc(C)c(-c2csc(Nc3cccc(O)c3)n2)s1	-2	1	-7	0.1	3	23*	-0.1	1.0	3.0	-15	-12
COc1ccc(CNC(=O)c2cc(SC)ccc2Cl)cc1OC	0	1	2	0.6	-2	-0.4	-1.8	-0.9	-0.6	2	2
CCCCN1C[C@H](Cc2ccccc2)[C@@H](CC(=O)Nc2ccc(OC)cc2)C1=O	-2	4	4	0.6	-6	0.9	-0.7	0.0	0.0	6	2
COc1ccc(Cl)cc1NC(=O)/C=C/C(=O)O	-1	2	-3	-1.0	0	0.2	0.3	0.4	0.1	-6	1
O=C(COC(=O)c1ccccc1NC(=O)c1ccco1)NCC1CCCCC1	-1	-1	0	-0.8	4	-1.3	-1.4	-0.6	2.2	8	2
CC1(CCc2ccccc2)NC(=O)N(CC(=O)Nc2c(F)cccc2F)C1=O (centres undefined)	0	-2	-1	-1.0	-1	1.0	-0.8	-0.7	0.0	-3	1
COc1ccc(C(c2nnnn2-c2c(C)cccc2C)N2CCN(C/C=C/c3ccccc3)CC2)cc1 (centres undefined)	-7	-2	0	/	-2	-1.9	-1.2	0.3	-1.4	3	3
CC[C@]12c3[nH]c4ccccc4c3CCN1C(=O)C(CC(=O)NCCN1CCOCC1)C[C@@H]2C(=O)N1CCN(C(=O)c2ccco2)CC1 (some centres undefined)	1	-1	-3	-0.5	-3	2.0	-1.2	-1.7	-1.8	3	-4
CCCCCNC(=O)c1cn(CC)c2cc(N3CCN(C)CC3)c(F)cc2c1=O	-5	2	-33	1.6	4	1.0	-1.7	-0.3	-3.3	-13	-8
Cc1cc(Cl)c(OCCOCCN2CCN(C)CC2)c(Br)c1	4	-2	-2	2.2	-1	0.1	-1.7	0.1	-1.0	-7	1
O=C(NCc1cccnc1)c1cc(C2CCCN(S(=O)(=O)c3cccs3)C2)on1 (centres undefined)	-1	9	-4	/	-2	-0.2	-1.6	-0.5	-1.9	-1	-3
Cc1ccc(C(=O)Nc2nc3n(n2)C(c2ccccc2)CC(=O)N3)cc1 (centres undefined)	-3	5	-10	/	-5	-1.6	-1.3	-0.3	-0.1	1	1
CN(C)C(=O)CSc1nnc(-c2ccco2)n1-c1ccccc1	-2	0	-1	0.1	-1	1.6	-0.9	0.2	-0.3	-6	-2
COC(=O)C(Cc1c[nH]c2ccccc12)NC(=O)C1CC1 (centres undefined)	5	1	-1	0.6	-1	2.6	0.2	-0.1	3.0	-5	-3
N#CCc1cccnc1Sc1ccc(Cl)cc1	-6	2	-4	-0.6	-1	2.0	0.4	-0.3	-1.6	-5	4
CC1(C)CC(=O)C2=C(C1)N(Cc1ccco1)C(=O)C2(NC(=O)C1CCCCC1)C(F)(F)F (centres undefined)	-5	0	-4	0.1	-3	-0.7	-1.2	-0.4	-1.4	2	-5
Cc1nn(C)c(C)c1/C=N/NC(=O)c1csc2ccccc12	1	0	2	/	4	4.6	-1.1	-0.9	0.0	-2	-4
O=C(COC(=O)c1ccccn1)NC(=O)c1ccccc1	-4	-1	0	-0.8	0	-0.6	-0.4	-0.4	0.9	-4	-1
Cc1ccc2[nH]c3c(=O)n(CCN4CCNCC4)cnc3c2c1	-3	8	-22	0.3	1	-0.3	0.1	0.0	4.4	-11	-4
Cc1ccc(Cn2c(N3CCN(CCO)CC3)nc3c2c(=O)n(C)c(=O)n3C)cc1	-1	1	-4	0.9	-3	-0.1	-0.7	-0.2	-1.0	-8	0
NC1=NC(=O)NC1(c1ccccc1)c1ccccc1	7	2	-5	0.3	-2	-0.1	-0.5	-0.3	1.3	-4	2
FC(F)(F)c1cc(Cl)c2nnc(C(F)(F)Cl)n2c1	/	1	2	-0.8	2	0.9	-1.1	-0.8	-0.3	-5	0
Cc1ccc(-c2nn(Cc3ccccc3)cc2/C=C/C(=O)O)cc1C	0	-3	-5	-1.5	-2	2.3	-1.2	0.0	0.0	-3	-2
O=C(Nc1nnc(-c2ccncc2)o1)c1ccc(Br)s1	-2	-8	1	-2.2	-6	2.5	-1.9	-2.0	1.0	-8	3
CCOC(=O)[C@]12CCCC=C1N(Cc1ccc(OC)cc1)C(=O)[C@@H]2CC(=O)N1CCSCC1	-4	1	-3	/	-1	2.0	-0.7	-1.3	-1.7	1	0
O=C(/C=C1\SC(=O)NC1=O)Nc1ccc(F)cc1	8	-6	2	-0.4	8.4*	3.0	-1.0	-0.3	1.5	-4	4
Cn1c(SCC(=O)Nc2cccnc2Cl)nc2ccccc21	-4	0	-3	0.6	1	1.8	-1.4	-0.4	-1.3	1	0
CCC[C@@H](/C=C/C(=O)OC(C)(C)C)Sc1ccc(C(C)(C)C)cc1	4	-3	-3	/	0	-3.2	-0.5	0.1	-1.6	-3	-1
Cc1ccc(C)c(NC(=S)NNC(=O)c2csc(C(C)C)c2)c1	-1	4	-1	-0.1	3	3.9	-1.5	0.7	1.2	1	-1
COc1ccc(CCNS(=O)(=O)c2cn(C)nc2C)cc1OC	2	-7	-2	-0.2	5	-0.3	-0.9	-1.6	-1.7	-5	3
CCNc1nc(OC)nc(Oc2ccc(=O)n(-c3ccccc3)n2)n1	-4	-2	-4	-1.1	0	-0.1	-1.2	-0.8	0.9	-2	-1
Cc1ccc(SCCC(=O)Nc2cccnc2)cc1	-3	1	-1	/	-3	0.6	-1.1	-0.3	-1.4	-1	-1
COc1ccccc1/C=N/NC(=O)c1ccc(Cn2nc([N+](=O)[O-])cc2C)cc1	-3	2	-1	0.4	-3	2.4	-1.2	0.8	-2.3	-1	1
COC(=O)c1cc(C(=O)NCC2CCCCC2)cc([N+](=O)[O-])c1	4	2	-1	0.2	0	0.6	-1.0	-0.3	0.1	-2	-1
O=C(Nc1ccncc1)c1ccc(NS(=O)(=O)c2ccc3[nH]c(=O)[nH]c3c2)cc1	-1	4	-8	0.1	-1	1.0	-1.0	0.2	-0.7	-9	-1
O=C1C2C3C=CC(C2C(=O)N1C1CCCCC1)C1C(=O)N(C2CCCCC2)C(=O)C31 (centres undefined)	-4	-8	-3	0.8	-1	-3.1	-0.6	-0.1	-1.2	-1	-1
CCN1CCN(C(=O)C(C)Nc2ccc(OC)cc2OC)CC1 (centres undefined)	1	1	0	-0.6	-2	-1.3	-1.5	0.2	-0.9	-3	-4
CC(=O)c1ccc(S(=O)(=O)NCC2CCN(C(=O)C(=O)c3cc4ccccc4o3)CC2)cc1	-1	7	2	/	-5	0.0	-1.4	-1.3	1.6	6	9
O=C(Nc1cccc(C(=O)O)c1)/C(=C/c1ccccc1)NC(=O)c1cccc(Br)c1	-8	1	-3	-2.0	-5	-3.2	-1.6	-0.3	-0.1	-10	-2
O=C(NCCCN1CCN(c2ccccc2F)CC1)C1CCC(=O)N1C1CCCCC1 (centres undefined)	6	-1	0	-0.3	0	0.6	-0.3	0.1	0.5	2	8
O=C(O)c1cccc(NC(=O)c2ccc(Cl)c(S(=O)(=O)N3CCCCCC3)c2)c1	-2	0	-2	-3.9	8	11*	-0.5	2.1	2.0	-2	-3
CCCNC(=O)C1(C)CCN(C(=O)/C=C/c2ccccc2)C1 (centres undefined)	4	-4	-1	/	-6	-0.4	-1.4	-1.1	0.1	4	2
O=C(CCCO)CCCCCCCCC[C@H]1N[C@H](CO)[C@@H](O)[C@@H]1O	-3	0	-4	-0.4	0	0.3	-1.4	0.4	-0.8	1	1
CCCCN1C(=O)C(CC(=O)NCc2ccco2)CC(C(=O)N(C)C)=C1C (centres undefined)	-7	9	-2	0.6	-5	-1.6	-1.6	-1.0	0.1	-8	-4
CN(Cc1ccc(Cl)cc1)C(=O)c1ccc(S(=O)(=O)NCc2ccco2)cc1	-4	37*	2	-0.2	-5	-5.4	-1.8	-1.6	-2.0	-9	8
CCC(=O)Nc1ccc(S(=O)(=O)NCC2CCCO2)cc1 (centres undefined)	-2	-3	1	-0.7	-2	-1.5	-1.6	-0.8	-0.3	-2	3
COc1cccc(CNC(=O)[C@H]2CCCN2C(=O)[C@H]2CCCN2C(=O)c2ccc(F)c(C(F)(F)F)c2)c1	-4	-2	-6	/	-2	-1.0	-1.2	-0.2	-1.1	1	-1
CC(=O)Nc1cc(-c2cccc(N)c2)cn2c(-c3ccc(C(C)=O)cc3)cnc12	1	-3	-6	/	-1	0.0	0.3	-3.6	-0.9	-82	-55
Cc1cc2[nH]cnc2c([N+](=O)[O-])c1C	5	2	-7	-0.7	-1	-3.8	-1.9	-0.9	0.2	-6	0
CC1CC(CCN)(c2ccccc2)C(C)CN1C (centres undefined)	-7	-4	-7	2.2	-1	-2.2	-1.3	-0.2	2.5	-5	1
CCOc1ccc(C(=O)Nc2cccc(-n3cnnn3)c2)cc1OCC	4	-5	2	-0.3	0	0.4	-1.5	-0.8	-2.7	0	2
Cc1cc2occ(CC(=O)N(C)CC(=O)Nc3c(C)cccc3C)c2cc1C	-5	-1	-2	-1.1	1	-0.1	-1.1	2.2	2.0	-5	2
Cc1ccc(C)c(SCC(=O)NC(=O)NC2CCCC2)c1	-1	-4	-4	-0.2	-3	-0.3	-1.3	0.4	-0.7	-7	1
N#Cc1ccc(C23CC4(C2)[C@H](CN(Cc2ccc(C(F)(F)F)cc2)[C@@H]4c2ccccc2)C3c2ccccc2)cc1 (some centres undefined)	-1	3	-4	0.9	-1	-1.1	-1.6	-0.1	-0.3	-1	1
